Exocytosis inh: blocks lytic granule exocytosis; TALL-104 LAMP-1 surface exposure, flow cytometry; cells stimulated with thapsigargin and PMA; inhibition, % at 10 µM; hit rate 0.66% among 360,000;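 active = inhibition above about 55%, limit read from the data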
NOD2-RIPK2 inh: inhibitors of human NOD2-RIPK2 interaction | inhibition, % at 4.98 µM | O43353 | AID 624267 | CHO BLA complementation NOD2-RIPK2, CCF4 ratio | hit rate 0.38% among 360,000; in the data active = inhibition above about 21%;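 also: 0% = vehicle only and 100% = reference blocker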
ABHD5-PLIN5 inh: inhibitors of human ABHD5-perilipin-5 interaction; AID 602281; Split G. princeps luciferase complementation, luminescence, 4 h; Q00G26+Q8WTS1; inhibition, % at 4 µM; hit rate 0.78% among 360,000;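 active = inhibition above the mean inhibition across every tested compound plus 3 SD, cut at about 22% in these data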;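 also: 0% = DMSO only wells and the 100% control is not disclosed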
NCOA3 inh: human NCOA3 inhibition | Q9Y6Q9 | HEK293 GAL4-SRC3 luciferase reporter, luminescence | inhibition, % at 3.6 µM | hit rate 0.17% among 360,000;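 active = inhibition above a per-campaign cutoff, the mean of all compounds plus 3 SD, cut at about 60% in these data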;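 also: 0% = DMSO-treated cells and 100% = gossypol-treated cells at 36 µM; higher means less SRC3-driven luciferase light from the GAL4 reporter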
NCOA1 inh: human NCOA1 inhibition | Q15788 | HEK293 GAL4-SRC1 luciferase reporter, luminescence | inhibition, % at 3.6 µM | hit rate 0.12% among 360,000;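 active = inhibition above the campaign mean plus 3 SD, with each screening campaign given its own cutoff, cut at about 60% in these data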;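 also: 0% = DMSO treated cells and 100% = gossypol at 36 µM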
Target sequence (Q15788 whole entry, looked up, the tested form may be a part): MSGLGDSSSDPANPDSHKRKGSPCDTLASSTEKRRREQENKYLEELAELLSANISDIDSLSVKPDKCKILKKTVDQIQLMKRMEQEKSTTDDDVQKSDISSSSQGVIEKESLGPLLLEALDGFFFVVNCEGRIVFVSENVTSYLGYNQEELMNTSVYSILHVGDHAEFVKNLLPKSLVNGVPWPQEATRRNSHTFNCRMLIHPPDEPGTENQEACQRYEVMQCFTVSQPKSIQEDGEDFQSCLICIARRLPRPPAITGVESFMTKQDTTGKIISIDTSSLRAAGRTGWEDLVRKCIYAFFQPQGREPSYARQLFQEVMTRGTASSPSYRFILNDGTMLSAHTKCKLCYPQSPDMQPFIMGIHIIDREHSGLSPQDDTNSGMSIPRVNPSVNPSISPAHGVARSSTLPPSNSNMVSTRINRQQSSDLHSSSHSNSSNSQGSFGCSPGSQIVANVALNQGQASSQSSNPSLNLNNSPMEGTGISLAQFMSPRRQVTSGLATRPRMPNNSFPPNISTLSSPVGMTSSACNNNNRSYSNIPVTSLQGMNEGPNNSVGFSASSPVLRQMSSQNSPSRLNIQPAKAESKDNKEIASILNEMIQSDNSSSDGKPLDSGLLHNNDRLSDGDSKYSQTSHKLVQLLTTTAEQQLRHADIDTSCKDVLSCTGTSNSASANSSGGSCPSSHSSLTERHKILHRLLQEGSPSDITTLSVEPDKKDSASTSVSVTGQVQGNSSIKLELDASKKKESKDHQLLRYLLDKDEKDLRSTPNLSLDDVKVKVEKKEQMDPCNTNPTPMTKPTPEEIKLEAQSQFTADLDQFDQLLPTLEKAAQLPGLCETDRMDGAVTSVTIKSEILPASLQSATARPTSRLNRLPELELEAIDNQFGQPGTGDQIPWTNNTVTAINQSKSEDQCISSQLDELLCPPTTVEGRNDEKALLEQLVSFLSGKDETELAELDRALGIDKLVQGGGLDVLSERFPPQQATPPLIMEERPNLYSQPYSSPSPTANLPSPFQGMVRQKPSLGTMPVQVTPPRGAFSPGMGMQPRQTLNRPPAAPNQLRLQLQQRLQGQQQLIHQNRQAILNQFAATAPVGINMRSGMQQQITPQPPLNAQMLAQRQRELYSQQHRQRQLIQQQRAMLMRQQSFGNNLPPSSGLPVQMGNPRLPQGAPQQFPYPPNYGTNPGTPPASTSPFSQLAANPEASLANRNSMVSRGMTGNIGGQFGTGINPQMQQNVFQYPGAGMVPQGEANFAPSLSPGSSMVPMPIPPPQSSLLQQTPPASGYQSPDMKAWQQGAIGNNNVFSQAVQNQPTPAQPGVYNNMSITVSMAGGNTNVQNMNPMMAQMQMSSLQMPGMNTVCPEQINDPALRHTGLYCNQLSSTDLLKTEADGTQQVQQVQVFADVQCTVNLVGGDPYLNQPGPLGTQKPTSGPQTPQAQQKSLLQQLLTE
TWEAK-Fn14 inh: blocks TWEAK-Fn14 interaction in a reporter cell assay | hit rate 2% among 360,000 | TWEAK-stimulated Fn14 reporter cells, luciferase luminescence, 8 h | inhibition, % at 10 µM; in the data active = inhibition above about 50%
NR5A2 inv ag: suppresses constitutive activity of human LRH-1; HEK293T StAR-luciferase reporter, LRH-1 transfected, 24 h; inhibition, % at 3.6 µM; hit rate 0.13% among 360,000; AID 602396;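 active = inhibition above the mean inhibition of all tested compounds plus 3 SD, cut at about 73% in these data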;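 also: 0% = DMSO wells and 100% = reporter-only cells lacking LRH-1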
TROY NFkB inh: blocks TROY-dependent signaling in reporter cells | hit rate 0.98% among 360,000 | Q293 LMP1-TROYcd NF-kB luciferase reporter, 4 h | AID 1347056 | inhibition, % at 10 µM;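 active = compounds whose plate-normalised and pattern-corrected inhibition of the luciferase reporter signal at the single screening dose is 50% or more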
COUP-TFII inh: NR2F2 (human) inhibition, primary screen | P24468 | HEK293T NGFI-A luciferase reporter, luminescence | inhibition, % at 8.6 µM | hit rate 0.7% among 370,000;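 active = inhibition above a per-plate cutoff, mean inhibition of test wells between control levels plus 3 SD, cut at about 38% in these data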;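 also: cells cotransfected with COUP-TFII expression vector driving the NGFI-A reporter; 0% = median of COUP-TF2 test wells and 100% = reporter-only cells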
TLR9-MyD88 block: TLR9-MyD88 interaction inhibition. Q9NR96+Q99836. CHO BLA complementation TLR9-MyD88, CCF4 FRET ratio. inhibition, % at 4.98 µM. hit rate 0.21% among 340,000. AID 504734;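 active = inhibition above the mean over all tested compounds plus 3 SD, cut at about 21% in these data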;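 also: 0% = DMSO only wells and 100% = clavulanate BLA inhibitor control wells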
NCOA2 inhibitor: human SRC2 (NCOA2) inhibition; HEK293 GAL4-SRC2 luciferase reporter, luminescence; inhibition, % at 9 µM; hit rate 0.17% among 370,000; AID 651957;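 active = inhibition above the mean inhibition of all tested compounds plus 3 SD, set per campaign, cut at about 52% in these data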;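 also: 0% = DMSO treated cells and 100% = cells given Gossypol at 36 µM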
* hit, by the source's call; . = no result given. This is a subset (hit frequency here may not be typical).

The opening 2 records (preview)
SMILES	Exocytosis inh	NOD2-RIPK2 inh	ABHD5-PLIN5 inh	NCOA3 inh	NCOA1 inh	TWEAK-Fn14 inh	NR5A2 inv ag	TROY NFkB inh	COUP-TFII inh	TLR9-MyD88 block	NCOA2 inhibitor
O=C(CCCC(=O)n1cnc2ccccc21)n1cnc2ccccc21	-2	-6	1	-4	2	13	-8	.	14	-7	-1
O=C(NCC(c1ccco1)N1CCCCC1)C(c1ccccc1)c1ccccc1 (stereo not given)	3	-1	5	19	9	-5	1	-25	11	-10	3

The whole of this part, from the first entry:
SMILES	Exocytosis inh	NOD2-RIPK2 inh	ABHD5-PLIN5 inh	NCOA3 inh	NCOA1 inh	TWEAK-Fn14 inh	NR5A2 inv ag	TROY NFkB inh	COUP-TFII inh	TLR9-MyD88 block	NCOA2 inhibitor
O=C(CCCC(=O)n1cnc2ccccc21)n1cnc2ccccc21	-2	-6	1	-4	2	13	-8	.	14	-7	-1
O=C(NCC(c1ccco1)N1CCCCC1)C(c1ccccc1)c1ccccc1 (stereo not given)	3	-1	5	19	9	-5	1	-25	11	-10	3
C/C=C/C(=O)OCc1csc(CC(=O)Nc2ccccc2C)n1	-2	3	7	3	8	-2	-1	-16	20	-2	-39
COc1cccc(NC(=O)C2CCCC2)c1	-11	11	4	-8	-18	4	12	-24	11	10	-33
CCNC(=O)N1C(=O)C2(OCCO2)c2ccccc21	5	10	3	16	5	-5	-4	5	-2	10	-22
CC(NC(=O)C(=O)N1CCOCC1)C(c1cccs1)N1CCN(c2ccc(F)cc2)CC1 (stereo not given)	-1	-3	-4	13	4	1	0	2	10	-3	16
C#CCNC(=O)C[C@@H]1C[C@@]2(C(=O)OC)CC(C)(C)CC=C2N(CCCCCCCC)C1=O	-5	11	-1	.	.	.	1	.	2	.	-13
CCCCOc1cccc(C(=O)N(Cc2cccs2)C2CCS(=O)(=O)C2)c1 (stereo not given)	-1	6	-2	-10	-58	13	-1	-10	-2	3	23
Cc1noc(C)c1C(=O)N1CCCC(Nc2ccc(C(C)C)cc2)C1 (stereo not given)	4	3	2	12	-4	-14	14	0	-6	11	12
COCCn1c(SCC(=O)Nc2ccc(C(C)=O)cc2)nnc1-c1ccco1	-7	7	5	7	5	14	49	-1	10	12	10
CC(C)c1ccc(S(=O)(=O)NCCCN2CCOCC2)cc1	7	11	0	11	12	-19	15	-5	-2	-8	-10
Cc1ccc(/C=C/c2onc(C)c2S(=O)(=O)N2CCC(C(=O)N3CCN(C)CC3)CC2)cc1	26	7	9	-20	7	-19	-16	-2	1	-5	-11
Cc1ccc(OC/C(O)=C(\C#N)c2nc3ccccc3s2)cc1	-17	5	-4	-4	-7	4	3	32	1	-12	-26
COc1ccc(C(CCN2CCOCC2)c2c(O)cc(OC)cc2OC)cc1 (stereo not given)	-1	-6	3	-3	-1	-9	-14	18	3	-5	0
COc1ccc(-n2c(COc3ccc(Cl)cc3)nnc2SCc2ccc(C#N)cc2)cc1	4	-4	3	11	23	14	5	8	-1	-12	-1
N#CC1(c2ccccc2)CCCN1C(=O)c1ccco1 (stereo not given)	1	-3	-3	19	-9	4	11	7	17	8	7
Cc1occc1C(=O)NNC(=S)Nc1cccc([N+](=O)[O-])c1	7	-2	0	-38	-60	-28	-69	-28	-14	6	-1
C=CCn1c(=O)c2ccccc2n2c(SCC(=O)Nc3sc(C(=O)N(CC)CC)c(C)c3C(=O)OCC)nnc12	1	-2	-7	-2	-28	-20	-6	-2	-3	3	-13
Cc1c(-c2nnc(SCC(=O)O)n2-c2ccccc2Br)nnn1-c1ccccc1	8	0	6	4	-3	9	0	-16	1	-5	-11
N/C(CC(=O)NCCOc1ccccc1)=N\O	3	2	10	5	-11	14	-5	-3	-10	5	-14
Cc1cccc(NC(=O)CCSc2nncn2C)c1	0	-6	3	-6	-20	-13	3	-10	-10	-4	-23
Cc1ccc(-c2nc(CSCC(=O)NCCCN3CCOCC3)c(C)o2)cc1	6	-3	0	11	-3	24	-15	-1	-1	2	22
CN(C)Cc1c(C(=O)N/N=C/CCc2ccccc2)nnn1-c1nonc1N	21	9	-3	15	-32	5	7	3	8	4	5
O=C(CN1C(=O)c2cccc3cccc1c23)NCc1cccnc1	-2	-6	-1	-2	-3	-4	-12	-1	.	-4	.
CCN1CCN(c2ccc([N+](=O)[O-])cc2S(=O)(=O)N2CCOCC2)CC1	0	-7	3	5	-7	12	1	3	-37	-7	-17
CCOC(=O)CSc1nnc(-c2ccc(S(=O)(=O)NCc3cccs3)cc2)o1	-3	0	6	9	5	-18	1	9	4	9	11
CCOC(=O)c1sc(NC(=O)c2sc(C)nc2C)nc1C	0	2	2	-30	-11	-40	-25	-23	20	8	-1
C[C@H](CO)N1C[C@H](C)[C@@H](CN(C)S(=O)(=O)c2cccs2)Oc2c(NC(=O)Cc3ccccc3)cccc2C1=O	8	-3	-4	17	18	-1	1	9	0	3	6
O=C(Cn1c2ccccc2c(=O)c2cc([N+](=O)[O-])ccc21)Nc1ccccc1Cl	-4	-6	1	24	6	-52	-21	-5	11	-10	-5
CCN1CCN(CCCNC(=O)CCC(=O)N2CCOc3ccc(Cl)cc32)CC1	-8	0	3	1	-11	-4	-10	0	-17	-7	5
c1ccc(CCc2nn3c(Cc4ccccc4)nnc3s2)cc1	2	-8	1	-16	-12	-1	-4	-44	-27	12	7
Cc1cccc(C(=O)NCC(=O)N2CCCC2)c1	-2	-16	-2	3	-14	12	-18	-8	-6	0	24
O=C(CCc1ccc(S(=O)(=O)N2CCOCC2)cc1)Nc1nc(COc2ccccc2)cs1	4	-10	-8	11	5	32	14	30	39*	-6	12
CCN1CCN(c2ccc(S(=O)(=O)N3CCCC3)cn2)CC1	-2	-11	1	10	-12	-20	-3	5	-10	4	7
COc1ccc(C(C)(C)C)cc1NC(=O)c1ccc[n+]([O-])c1	0	3	4	-5	-3	-3	-2	-26	11	1	-3
Cc1ccc(N2CCN(CC(O)COC3CCCCC3)CC2)cc1 (stereo not given)	0	6	-6	10	-4	-10	5	-1	3	1	-6
COc1cccc(C(=O)N=c2sc3c(C)ccc(OC)c3n2C)c1	13	1	11	-96	-72	-24	-69	-5	-20	8	-64
COC(=O)C1=C(C)NC(=O)NC1c1ccc2ccccc2c1 (stereo not given)	-4	-6	-14	7	0	-6	-23	-5	-1	-14	12
CCCS(=O)(=O)N1CCCC(C(=O)NCCCN(Cc2ccccc2)C(C)C)C1 (stereo not given)	13	0	-1	13	-10	2	4	6	7	5	-33
Cc1cc(N2CCOCC2)nc2ccc(NC(=O)CCC(=O)N3CCN(c4ccc(F)cc4)CC3)cc12	6	-5	11	-5	-11	-10	-20	2	-5	11	-19
COc1ccc(N2CCN(C(=O)COC(=O)CC(NC(N)=O)c3ccc(Cl)cc3)CC2)cc1 (stereo not given)	-6	4	-3	8	1	11	-1	-1	11	-2	-6
CCC1CCCCN1C(=O)c1ccc([N+](=O)[O-])o1 (stereo not given)	-12	-6	1	13	-15	-1	52	-12	17	-3	-9
C/C(=N/N1CCN(Cc2ccccc2)CC1)c1ccc(Br)cc1	14	0	-8	-6	13	10	-8	-34	-13	1	-34
Cc1oc2c(CN3CCCCC3)c(O)ccc2c(=O)c1-c1ccc(Br)cc1	6	-1	1	-8	-21	7	-15	-22	-11	-5	-30
COc1cccc(C2CC(C(F)(F)F)n3ncc(C(=O)O)c3N2)c1 (stereo not given)	2	3	1	-15	10	10	9	-8	-2	4	-20
CCOC(=O)c1c(NC(=O)CC(C)C)sc(C(C)=O)c1C	19	-9	-8	6	-32	-1	18	-4	2	0	-13
COc1cc(S(=O)(=O)N2CCOCC2)ccc1NC(=O)c1cc2c(s1)CCC2	-2	-4	-4	11	-42	14	3	10	2	-4	9
COc1ccc(OC)c(NC(=O)C23CC4CC(C2)CC(n2cnc(Br)n2)(C4)C3)c1	-4	0	-7	6	4	-6	2	12	19	2	20
CN1CCN(Cc2c(O)ccc3cc(-c4ccccn4)c(=O)oc23)CC1	-2	11	5	-13	-17	-1	-5	14	-12	4	1
COc1ccc(NC(=O)c2cc(OC)c(OC)cc2OC)c(S(=O)(=O)N2CCOCC2)c1	-1	2	3	-3	-11	17	-6	7	15	2	7

Continuation.
SMILES	Exocytosis inh	NOD2-RIPK2 inh	ABHD5-PLIN5 inh	NCOA3 inh	NCOA1 inh	TWEAK-Fn14 inh	NR5A2 inv ag	TROY NFkB inh	COUP-TFII inh	TLR9-MyD88 block	NCOA2 inhibitor
CCCc1nnc(SCC(=O)N(CC)CC)n1CC1CCCO1 (stereo not given)	0	-6	2	4	-40	-5	-11	6	-24	7	16
CC(C)(C)c1ccc(S(=O)(=O)NC(=O)C2(C)CCN2C(=O)C2(c3ccccc3)CC2)cc1 (stereo not given)	-5	-17	3	-17	0	4	2	-7	6	.	8
Cn1nnc(NC(=O)c2ccco2)n1	2	1	-4	13	-9	-2	-28	2	11	2	-17
CC(C)Oc1ccc(/C(O)=C2/C(=O)C(=O)N(CCN3CCNCC3)C2c2ccc(C(C)C)cc2)cc1 (stereo not given)	1	-8	-4	3	12	9	2	-25	-7	-7	-17
COc1ccc2[nH]cc(CCNC(=O)C3CC(=O)N(c4ccc(Cl)cc4)C3)c2c1 (stereo not given)	39	1	-4	-3	10	15	10	1	-2	-3	3
O=C(NC1CCCC1)C1C(c2ccc(C(F)(F)F)cc2)=Nc2ccccc2N1C(=O)c1cc2ccccc2[nH]1 (stereo not given)	70*	1	0	.	.	.	-8	.	-2	.	-8
O=C1CCN(Cc2ccc([N+](=O)[O-])cc2)CCN1CCO	0	1	-2	-16	-9	-2	-3	-14	-14	-3	0
COc1ccccc1C(CNC(=O)COc1cc(C)ccc1Cl)N1CCCC1 (stereo not given)	6	-3	11	-15	6	2	0	-15	4	-7	-1
Cc1ccn2c(=O)nc(SCC(=O)N3CCCC3)nc2c1	-6	1	1	-10	-9	-3	-6	8	-9	-3	-5
Nc1nnc(-c2ccc(Cl)c([N+](=O)[O-])c2)s1	4	-5	-3	-7	2	-1	-4	-12	-7	13	4
COc1ccc(Cl)cc1NC(=O)CN(C)C(=O)c1ccc(-n2cncn2)cc1	-3	3	3	8	6	8	-23	-5	4	-2	-13
CCN1CCN(c2ccc(NC(=O)c3cccc(S(=O)(=O)N4CCCC4)c3)cc2)CC1	6	1	5	8	0	-5	15	-1	5	8	0
CCC(=O)NC1(C(F)(F)F)C(=O)NC(C)=C1C#N (stereo not given)	-1	-7	3	8	7	-5	-2	7	9	-5	-7
CCC1=C(OC(=O)N(CC)CC)N2C(=O)OC(=NCc3ccccc3)[C@]2(C)[C@H]2C1=CC[C@H]1C(=O)N(c3ccccc3)C(=O)[C@H]12	-3	-15	-2	-9	4	6	-16	3	0	-10	-3
COc1cccc(-c2cc(=O)c3cc(NC(=O)c4ccccc4)ccc3[nH]2)c1	0	1	5	15	-9	-125	14	-13	-2	-6	-6
Cc1ccc(S(N)(=O)=O)cc1NC(=O)/C=C/c1cccs1	1	-10	3	-1	4	-13	2	-14	1	-7	0
COc1ccc(Oc2coc3cc(O)ccc3c2=O)cc1	-4	-2	-3	-8	2	-5	-6	17	20	-5	-1
COCCn1c(=N)c(C(=O)NCc2ccco2)cc2c(=O)n3ccccc3nc21	1	-16	25*	-13	-2	-6	-11	9	-3	-4	2
CCOCC(=O)Nc1ccc(S(=O)(=O)Nc2nccs2)cc1	-3	11	9	0	8	4	5	10	21	-7	16
